NSD2 inh – inhibitors of human NSD2 methyltransferase | O96028 | NSD2-SET H3K36me1 DELFIA fluorescence, biochemical | inhibition, % at 12.5 µM | 44,000 compounds, 0.07% hits | AID 624260; in the data active means inhibition above about 54%, passing the limit was not always enough;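 further: inhibitors reduce the monomethyl H3K36 fluorescence signal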
Target sequence (O96028 whole entry, looked up): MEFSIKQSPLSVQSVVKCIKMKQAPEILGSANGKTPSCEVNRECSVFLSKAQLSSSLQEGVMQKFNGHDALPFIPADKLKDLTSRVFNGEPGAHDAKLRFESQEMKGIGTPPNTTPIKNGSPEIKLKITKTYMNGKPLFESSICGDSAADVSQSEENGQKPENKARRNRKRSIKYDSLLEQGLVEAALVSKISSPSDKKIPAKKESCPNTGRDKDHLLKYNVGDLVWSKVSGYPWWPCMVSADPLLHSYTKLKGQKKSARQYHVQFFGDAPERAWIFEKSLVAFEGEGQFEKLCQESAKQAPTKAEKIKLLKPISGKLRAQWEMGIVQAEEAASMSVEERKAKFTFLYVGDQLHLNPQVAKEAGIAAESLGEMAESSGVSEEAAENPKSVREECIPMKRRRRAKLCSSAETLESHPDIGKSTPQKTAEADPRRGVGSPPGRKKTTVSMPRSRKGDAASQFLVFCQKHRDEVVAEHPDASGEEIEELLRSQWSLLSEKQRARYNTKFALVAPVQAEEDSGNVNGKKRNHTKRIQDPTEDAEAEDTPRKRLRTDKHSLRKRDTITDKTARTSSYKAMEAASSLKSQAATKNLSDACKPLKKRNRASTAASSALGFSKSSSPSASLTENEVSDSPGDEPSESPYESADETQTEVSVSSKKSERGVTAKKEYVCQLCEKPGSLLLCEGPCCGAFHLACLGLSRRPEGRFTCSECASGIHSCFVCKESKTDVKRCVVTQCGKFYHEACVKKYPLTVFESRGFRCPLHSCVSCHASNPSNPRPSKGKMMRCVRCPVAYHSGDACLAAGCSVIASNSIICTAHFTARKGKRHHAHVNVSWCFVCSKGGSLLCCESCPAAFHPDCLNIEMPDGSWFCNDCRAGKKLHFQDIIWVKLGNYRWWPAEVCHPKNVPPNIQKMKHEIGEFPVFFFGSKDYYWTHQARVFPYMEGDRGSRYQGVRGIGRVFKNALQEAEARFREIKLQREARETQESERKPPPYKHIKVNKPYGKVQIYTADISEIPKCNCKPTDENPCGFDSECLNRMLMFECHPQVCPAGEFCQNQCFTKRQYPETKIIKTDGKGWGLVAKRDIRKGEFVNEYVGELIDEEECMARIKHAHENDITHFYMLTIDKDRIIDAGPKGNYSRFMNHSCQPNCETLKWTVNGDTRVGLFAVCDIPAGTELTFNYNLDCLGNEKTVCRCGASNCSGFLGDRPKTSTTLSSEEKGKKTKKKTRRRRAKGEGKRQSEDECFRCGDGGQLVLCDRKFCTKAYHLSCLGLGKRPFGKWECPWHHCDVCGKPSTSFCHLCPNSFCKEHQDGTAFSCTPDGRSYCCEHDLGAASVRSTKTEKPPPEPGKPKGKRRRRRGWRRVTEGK
Starred values were filed as active, the others as inactive.

The opening six records, to show the layout:
`COc1ccc(S(=O)(=O)N(C)C[C@@H]2OCCCC[C@H](C)Oc3ccc(NS(=O)(=O)c4ccc(Cl)cc4)cc3C(=O)N([C@H](C)CO)C[C@H]2C)cc1` gave NSD2 inh -6.
CC(C)NC(=O)N(C)C[C@H]1Oc2ccc(NC(=O)Nc3cccc4ccccc34)cc2CC(=O)N([C@@H](C)CO)C[C@@H]1C was read as NSD2 inh 1.
`C[C@H](CO)N1C[C@H](C)[C@@H](CN(C)S(=O)(=O)c2cccs2)OCCCC[C@H](C)Oc2ccc(NS(=O)(=O)c3cn(C)cn3)cc2C1=O` gave NSD2 inh 5.
Screening C[C@@H]1CN([C@H](C)CO)C(=O)c2cccc(NC(=O)C3CC3)c2O[C@@H]1CN(C)Cc1ccncc1 returned NSD2 inh 0.
`C[C@@H]1CN([C@@H](C)CO)C(=O)c2cc(NC(=O)Cc3ccccc3)ccc2O[C@@H](C)CCCCO[C@@H]1CN(C)C(=O)C1CCCCC1` gave NSD2 inh 1.
For Cc1cc(C(=O)Nc2cccc3c2O[C@H](CN(C)C(=O)Nc2ccc(C(F)(F)F)cc2)[C@@H](C)CN([C@H](C)CO)C3=O)n(C)n1 the results were NSD2 inh -2.

Results, from the start:
`COc1ccc(S(=O)(=O)N(C)C[C@@H]2OCCCC[C@H](C)Oc3ccc(NS(=O)(=O)c4ccc(Cl)cc4)cc3C(=O)N([C@H](C)CO)C[C@H]2C)cc1` gave NSD2 inh -6.
CC(C)NC(=O)N(C)C[C@H]1Oc2ccc(NC(=O)Nc3cccc4ccccc34)cc2CC(=O)N([C@@H](C)CO)C[C@@H]1C was read as NSD2 inh 1.
`C[C@H](CO)N1C[C@H](C)[C@@H](CN(C)S(=O)(=O)c2cccs2)OCCCC[C@H](C)Oc2ccc(NS(=O)(=O)c3cn(C)cn3)cc2C1=O` gave NSD2 inh 5.
Screening C[C@@H]1CN([C@H](C)CO)C(=O)c2cccc(NC(=O)C3CC3)c2O[C@@H]1CN(C)Cc1ccncc1 returned NSD2 inh 0.
`C[C@@H]1CN([C@@H](C)CO)C(=O)c2cc(NC(=O)Cc3ccccc3)ccc2O[C@@H](C)CCCCO[C@@H]1CN(C)C(=O)C1CCCCC1` gave NSD2 inh 1.
For Cc1cc(C(=O)Nc2cccc3c2O[C@H](CN(C)C(=O)Nc2ccc(C(F)(F)F)cc2)[C@@H](C)CN([C@H](C)CO)C3=O)n(C)n1 the results were NSD2 inh -2.
Screening C[C@@H]1CN([C@H](C)CO)C(=O)Cc2cc(NC(=O)CCN3CCOCC3)ccc2O[C@H]1CN(C)S(=O)(=O)c1ccc(Cl)cc1 returned NSD2 inh 3.
For CN(C)C(=O)C[C@@H]1CC[C@@H](NC(=O)Nc2cccc(F)c2)[C@H](CO)O1 the results were NSD2 inh -7.
CN(C)CC[C@H](c1ccc(Cl)cc1)c1ccccn1 was read as NSD2 inh 2.
Screening C[C@@H]1CN([C@H](C)CO)S(=O)(=O)c2ccc(C#Cc3ccncc3)cc2O[C@@H]1CN(C)S(=O)(=O)c1ccc(F)cc1 returned NSD2 inh 2.
For C=CCN1C(=O)[C@]2(O[C@H](CCO)[C@@H]([Si](C)(C)c3ccc(OC)cc3)[C@@H]2C)c2cc(NC(=O)[C@H](C)O)ccc21 the results were NSD2 inh 0.
`C[C@@H]1CN([C@H](C)CO)C(=O)c2cc(/C=C/c3ccccc3)cnc2O[C@H]1CN(C)Cc1ccc2c(c1)OCO2` gave NSD2 inh 24.
O=C(NO)c1ccc(C(=O)N/N=C/c2ccc([N+](=O)[O-])s2)cc1 was read as NSD2 inh -1.
`COCC(=O)N(C)C[C@@H]1Oc2cc(-c3ccc(OC)cc3)ccc2S(=O)(=O)N([C@@H](C)CO)C[C@@H]1C` gave NSD2 inh 0.
`C[C@H]1CN([C@@H](C)CO)C(=O)Cc2cc(NC(=O)CCN3CCOCC3)ccc2O[C@H]1CN(C)Cc1ccncc1` gave NSD2 inh 6.
`C[C@H]1CN([C@@H](C)CO)C(=O)c2cc(-c3ccc(F)cc3)cnc2O[C@@H]1CN(C)C(=O)Cc1ccccc1` gave NSD2 inh 3.
For C[C@@H]1CN([C@H](C)CO)S(=O)(=O)c2ccc(-c3ccccc3)cc2O[C@H]1CN(C)S(C)(=O)=O the results were NSD2 inh -2.
`C[C@@H]1CN([C@H](C)CO)C(=O)Cc2cc(NS(=O)(=O)c3ccc(F)cc3)ccc2O[C@H]1CN(C)Cc1ccc(C(F)(F)F)cc1` gave NSD2 inh -8.
`C[C@@H]1CN([C@@H](C)CO)C(=O)c2cccc(NC(=O)Nc3ccccc3)c2O[C@@H]1CN(C)S(=O)(=O)c1ccccc1` gave NSD2 inh 1.
For Cc1ccc(S(=O)(=O)Nc2ccc3c(c2)C(=O)N([C@@H](C)CO)C[C@H](C)[C@@H](CN(C)Cc2ccc(C(=O)Nc4ccccc4N)cc2)O3)cc1 the results were NSD2 inh 1.
`O=C(CCCCCCC(=O)Nc1ccccc1O)N/N=C/c1ccc(O)cc1Br` gave NSD2 inh -3.
C[C@@H]1CN([C@H](C)CO)C(=O)Cc2cc(NC(=O)NC3CCCCC3)ccc2O[C@H]1CN(C)S(=O)(=O)c1ccccc1 was read as NSD2 inh 3.
C[C@@H]1CN([C@@H](C)CO)C(=O)c2cc(NS(=O)(=O)c3ccc(F)cc3)ccc2O[C@@H](C)CCCCO[C@@H]1CN(C)C(=O)Nc1ccc(C(F)(F)F)cc1 was read as NSD2 inh -6.
For C[C@H]1CN([C@@H](C)CO)C(=O)c2cc(NS(=O)(=O)c3cn(C)cn3)ccc2O[C@H]1CN(C)Cc1ccc(Cl)c(Cl)c1 the results were NSD2 inh 2.
Screening C[C@@H]1CN([C@H](C)CO)C(=O)CCCn2cc(nn2)CO[C@H]1CN(C)Cc1ccc2c(c1)OCCO2 returned NSD2 inh -5.
For Cc1ccc(S(=O)(=O)N(C)C[C@@H]2OCCCC[C@H](C)Oc3ccc(N(C)C)cc3C(=O)N([C@@H](C)CO)C[C@H]2C)cc1 the results were NSD2 inh -5.
`C[C@@H]1O[C@@H](OC[C@H]2O[C@@H](OCCc3ccc(O)c(O)c3)[C@H](O)[C@@H](O)[C@@H]2OC(=O)/C=C/c2ccc(O)c(O)c2)[C@H](O)[C@H](O)[C@H]1O` gave NSD2 inh -1.
COC(=O)C(CC#Cc1ccc2c(c1)[C@]1(C(=O)N2)[C@H](C(=O)N2CCCCCCC2)[C@H]2C(=O)O[C@H](c3ccccc3)[C@H](c3ccccc3)N2[C@@H]1c1ccccc1OCCO)C(=O)OC was read as NSD2 inh -2.
For COC(=O)C(CC#Cc1ccc2c(c1)[C@]1(C(=O)N2)[C@H](c2ccc(O)cc2)N2[C@H](c3ccccc3)[C@H](c3ccccc3)OC(=O)[C@H]2[C@@H]1C(=O)O)C(=O)OC the results were NSD2 inh -6.
`CC(=O)O[C@@H]1[C@H](c2ccc(=O)oc2)C2[C@H](C)C[C@H]3[C@@H](CC[C@@H]4C[C@@H](O)CC[C@@]43C)[C@]23O[C@H]13` (some centres undefined) gave NSD2 inh -9.
For C[C@H](CO)N1C[C@H](C)[C@@H](CN(C)Cc2ccc(-c3ccccc3)cc2)Oc2ccc(NC(=O)Nc3ccc4c(c3)OCO4)cc2C1=O the results were NSD2 inh -3.
C[C@H]1CN([C@@H](C)CO)C(=O)c2cccc(NC(=O)CCCCCC(=O)Nc3ccccc3N)c2O[C@@H]1CN(C)CC1CCCCC1 was read as NSD2 inh 3.
Screening COc1ccc(NC(=O)Nc2cccc3c2O[C@@H](CN(C)CC2CC2)[C@H](C)CN([C@H](C)CO)C3=O)cc1 returned NSD2 inh 8.
`COc1cc2c(c3oc(-c4ccccc4)cc(=O)c13)C=CC(C)(C)O2` gave NSD2 inh -3.
For C[C@H](CO)N1C[C@H](C)[C@@H](CN(C)Cc2ccc(C(F)(F)F)cc2)OCc2cn(nn2)CCCC1=O the results were NSD2 inh 2.
Screening C[C@@H]1CN([C@H](C)CO)C(=O)Cc2cc(NC(=O)CCCCCC(=O)Nc3ccccc3N)ccc2O[C@H]1CN(C)C(=O)Nc1ccccc1 returned NSD2 inh 3.
For C[C@@H]1CN([C@@H](C)CO)C(=O)c2cc(NC(=O)Nc3ccccc3)ccc2O[C@H]1CN(C)Cc1ccccc1 the results were NSD2 inh 7.
C[C@H]1CN([C@@H](C)CO)C(=O)c2cc(NC(=O)CCC(F)(F)F)ccc2O[C@@H]1CN(C)C(=O)Nc1ccc2c(c1)OCO2 was read as NSD2 inh -1.
COc1ccc(NC(=O)Nc2cccc3c2O[C@H](CN(C)S(=O)(=O)c2cccs2)[C@H](C)CN([C@@H](C)CO)C3=O)cc1 was read as NSD2 inh -6.
For C[C@@H]1CN([C@H](C)CO)C(=O)c2cccc(NC(=O)Nc3cccc4ccccc34)c2O[C@@H]1CN(C)Cc1ccc(Cl)c(Cl)c1 the results were NSD2 inh -1.
C[C@H]1CN([C@@H](C)CO)C(=O)c2cc(NS(=O)(=O)c3ccccc3)ccc2O[C@H]1CN(C)C(=O)Nc1ccc2c(c1)OCO2 was read as NSD2 inh 2.
`COc1ccc(CN(C)C[C@H]2OCc3cn(nn3)CCCC(=O)N([C@H](C)CO)C[C@@H]2C)cc1` gave NSD2 inh -2.
For C[C@H]1CN([C@@H](C)CO)C(=O)c2cccc(NC(=O)NC3CCCCC3)c2O[C@@H]1CN(C)C(=O)Nc1ccccc1 the results were NSD2 inh 0.
For CNC[C@@H]1Oc2ccc(NC(=O)Nc3c(C)noc3C)cc2C(=O)N([C@@H](C)CO)C[C@H]1C the results were NSD2 inh 4.
C[C@@H]1CN([C@@H](C)CO)C(=O)c2cc(-c3cccc(C#N)c3)cnc2O[C@H]1CN(C)Cc1ccncc1 was read as NSD2 inh 10.

The final 2 records of the part above come first, to join the parts.
For CNC[C@@H]1Oc2ccc(NC(=O)Nc3c(C)noc3C)cc2C(=O)N([C@@H](C)CO)C[C@H]1C the results were NSD2 inh 4.
C[C@@H]1CN([C@@H](C)CO)C(=O)c2cc(-c3cccc(C#N)c3)cnc2O[C@H]1CN(C)Cc1ccncc1 was read as NSD2 inh 10.
Screening C[C@@H]1CN([C@H](C)CO)C(=O)Cc2cc(NC(=O)Cc3ccccc3)ccc2O[C@H]1CN(C)S(=O)(=O)c1cccs1 returned NSD2 inh 4.
For C[C@H]1CN([C@@H](C)CO)C(=O)c2cccc(NS(=O)(=O)c3cn(C)cn3)c2O[C@H]1CN(C)CC1CC1 the results were NSD2 inh -31.
Screening COCC(=O)N(C)C[C@@H]1Oc2ncc(C#Cc3ccncc3)cc2C(=O)N([C@H](C)CO)C[C@H]1C returned NSD2 inh 6.
Screening C[C@H]1CN([C@@H](C)CO)C(=O)c2cc(-c3ccccc3F)cnc2O[C@@H]1CN(C)Cc1cccc(C(=O)O)c1 returned NSD2 inh 4.
Screening CCCC#Cc1cnc2c(c1)C(=O)N([C@H](C)CO)C[C@H](C)[C@H](CN(C)C(=O)C1CC1)O2 returned NSD2 inh 3.
`C/C=C/c1ccc2c(c1)O[C@@H](CN(C)Cc1ccccn1)[C@H](C)CN([C@@H](C)CO)S2(=O)=O` gave NSD2 inh -9.
C/C=C/c1ccc2c(c1)O[C@H](CN(C)Cc1ccc(F)cc1)[C@H](C)CN([C@@H](C)CO)S2(=O)=O was read as NSD2 inh 2.
Screening O=C1N(CCS(=O)(=O)c2ccccc2)Cc2ccccc2[C@H]2OC(c3ccc(OCCCO)cc3)=N[C@@]12Cc1ccccc1 returned NSD2 inh -5.
`COc1ccc(NC(=O)Nc2ccc3c(c2)C(=O)N([C@H](C)CO)C[C@@H](C)[C@H](CN(C)C(=O)NC(C)C)O3)cc1` gave NSD2 inh 10.
C[C@@H]1CN([C@@H](C)CO)S(=O)(=O)c2ccc(-c3ccccc3)cc2O[C@H]1CN(C)C(=O)C1CCC1 was read as NSD2 inh -3.
COc1ccc(NC(=O)N(C)C[C@@H]2Oc3ccc(NC(=O)NC4CCCCC4)cc3CC(=O)N([C@@H](C)CO)C[C@H]2C)cc1 was read as NSD2 inh 3.
For C[C@@H]1CN([C@@H](C)CO)C(=O)Cc2cc(NC(=O)Cc3ccccc3)ccc2O[C@H]1CN(C)Cc1ccc(C(F)(F)F)cc1 the results were NSD2 inh 1.
For C[C@@H]1CN([C@@H](C)CO)C(=O)c2cc(NC(=O)Cc3ccccc3)ccc2O[C@@H](C)CCCCO[C@H]1CN(C)C(=O)Cc1ccccc1 the results were NSD2 inh 1.
For Cc1ccc(S(=O)(=O)Nc2ccc3c(c2)CC(=O)N([C@H](C)CO)C[C@H](C)[C@@H](CN(C)C(=O)Nc2c(C)noc2C)O3)cc1 the results were NSD2 inh 4.
For COc1cc2c(cc1OC)CN(C(=O)[C@@H]1[C@H]3C(=O)O[C@H](c4ccccc4)[C@H](c4ccccc4)N3[C@H](c3ccc(O)cc3)[C@@]13C(=O)Nc1ccc(C#CCCO)cc13)CC2 the results were NSD2 inh -2.
COc1ccc(NC(=O)Nc2ccc3c(c2)CC(=O)N([C@H](C)CO)C[C@@H](C)[C@H](CN(C)C(=O)Nc2ccc4c(c2)OCO4)O3)cc1 was read as NSD2 inh 1.
For C[C@@H]1CN([C@H](C)CO)C(=O)c2cc(NC(=O)CCCN(C)C)ccc2O[C@@H](C)CCCCO[C@@H]1CN(C)S(=O)(=O)c1cn(C)cn1 the results were NSD2 inh -2.
For COc1ccc(CN(C)C[C@@H]2Oc3ccc(NC(=O)Nc4ccc5c(c4)OCO5)cc3CC(=O)N([C@H](C)CO)C[C@H]2C)cc1 the results were NSD2 inh -4.
`CN(C)CCCN1C(=O)[C@@]2(Cc3ccccc31)c1ccccc1C(=O)N(Cc1ccccc1)[C@H]2c1ccc(CO)cc1` gave NSD2 inh 12.
`C[C@@H]1CN([C@H](C)CO)C(=O)c2cccc(NS(C)(=O)=O)c2O[C@H]1CN(C)C(=O)NC1CCCCC1` gave NSD2 inh -2.
For C[C@@H]1CCCCO[C@@H](CN(C)Cc2ccc(Cl)c(Cl)c2)[C@H](C)CN([C@H](C)CO)C(=O)c2cc(NS(=O)(=O)c3cn(C)cn3)ccc2O1 the results were NSD2 inh -5.
`Cc1noc(C)c1NC(=O)N(C)C[C@H]1Oc2ccc(NS(=O)(=O)c3ccc(F)cc3)cc2C(=O)N([C@H](C)CO)C[C@H]1C` gave NSD2 inh 4.
CCO[C@@H]1OC(C(=O)Nc2ccccc2)=C[C@H](c2ccc3c(c2)OCO3)[C@H]1CCCO was read as NSD2 inh 2.

Source: PubChem (Broad Institute)

Some of the compounds tested; count on the stated rates, not on these rows.
